HT1080NT lethal – qHTS for induction of synthetic lethality in tumor cells producing 2HG: qHTS for the HT-1080-NT fibrosarcoma cell line; Potency, µM (top dose mostly 46.1 µM), for the others: at the highest dose activity, negative = less viability, hits mostly cytotoxic; HT-1080-NT fibrosarcoma viability, CellTiter-Glo ATP luminescence, 48 h; 360,000 tested, 1.6% active;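 also: NT is the 2HG producing partner of a matched IDH1 knockdown line; potency is read from the fitted curve at half-maximal effect; 0% = DMSO-treated cells and -100% = media-only wells without cells; nearly all actives have a fitted effect of over 55% in size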
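A 48-hour cytotoxicity screen used HT-1080-NT cells plated 2 hours before compound delivery. ATP-based CellTiter-Glo luminescence measured viability, normalized to DMSO and no-cell controls.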
IL1B secr inh – qHTS for Inhibitors of Inflammasome Signaling: IL-1-beta AlphaLISA Primary Screen | THP-1 LPS/ATP IL-1B secretion, AlphaLISA, 16 h; hits give low values | activity change, % at 57.5 µM | 360,000 tested, 4.7% active; in the data active = activity change below about -50%; inconclusive = mostly about -30% to -49%; also: % is scaled to controls: 0 for no effect and ±100 for the full control effect
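Secreted IL-1B measured by AlphaLISA bead assay after 16 h compound exposure of THP-1 cells; compounds (final up to 57.5 uM) added 1 h before LPS (250 ng/mL) and ATP (1.25 mM) stimulation; lower signal means less secretion.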
HT1080 IDH1KD tx – qHTS for induction of synthetic lethality in tumor cells producing 2HG: qHTS for the HT-1080-IDH1KD cell line; HT-1080 IDH1 knockdown viability, ATP luminescence, 48 h; Potency, µM (doses to about 46.1 µM), inactives show top-dose activity, negative = toxicity, usual class: cytotoxic; 360,000 tested, 2% active;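 also: potency is read from the fitted curve at half-maximal effect; 0% = DMSO wells and -100% = cell-free medium wells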
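Knockdown cells (IDH1KD HT-1080) received compounds 2 h after plating at 750 cells/well and were kept 48 h at 37 °C in 5% FBS RPMI. A CellTiter-Glo luminescence read gave % activity for curve fitting.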
HEK293 tox – qHTS of GLP-1 Receptor Inverse Agonists: Cytotox Screen; 410,000 tested, 0.13% active; AID 624418, 2012; Potency, µM (highest dose often 38.3 µM), without a hit: at the top dose activity change, negative = inhibition, usual class: inhibitors; HEK293 cAMP-luciferase reporter cells, luminescence, 24 h;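 also: loss of luciferase light is scored as toxicity; potency is read from the fitted curve at half-maximal effect; % is scaled to controls: 0 for no effect and ±100 for the full control effect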
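A 23 nL compound transfer followed 12 hours of cell culture at 37 deg C; exposure then lasted 24 hr. Luciferase assay detection reagent was dispensed and plates read for luminescence after a 12 min room-temperature wait.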
MCF10A rereplic – A quantitative high throughput screen for small molecules that induce DNA re-replication in MCF 10a normal breast cells; 350,000 tested, 2.9% active; Potency, µM (top dose mostly 46.1 µM), for the others: top-dose activity, positive = re-replication, usual class: activators; AID 624296, 2012; MCF 10A DNA re-replication, Hoechst nuclear intensity, 48 h; also: potency is read from the fitted curve at half-maximal effect; % of control where 0% means no effect; nearly all actives have a fitted effect of over 50% in size
D3 ag – qHTS of D3 Dopamine Receptor Agonist: qHTS | D(3) dopamine receptor (Homo sapiens), P35462 | AID 652048, 2013 | D3R DiscoveRx beta-arrestin cells, luminescence, 90 min | max activation, % | 410,000 tested, 0.58% active; in the data active = max activation above about 30%; also: 0% is about no effect; mostly tested at two doses, the higher about 12 µM
Target sequence (P35462 whole entry, looked up): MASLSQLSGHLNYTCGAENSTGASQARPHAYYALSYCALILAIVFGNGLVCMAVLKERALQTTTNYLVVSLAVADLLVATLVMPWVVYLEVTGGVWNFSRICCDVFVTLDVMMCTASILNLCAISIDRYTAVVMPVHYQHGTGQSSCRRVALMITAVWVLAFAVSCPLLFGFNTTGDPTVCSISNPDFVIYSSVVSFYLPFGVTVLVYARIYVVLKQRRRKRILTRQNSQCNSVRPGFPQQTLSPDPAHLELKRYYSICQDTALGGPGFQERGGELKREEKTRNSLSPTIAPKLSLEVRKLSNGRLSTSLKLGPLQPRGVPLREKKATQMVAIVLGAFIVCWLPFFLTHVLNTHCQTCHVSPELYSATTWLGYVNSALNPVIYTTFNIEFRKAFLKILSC
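Cells at 1500/well, incubated overnight, then treated with pinned compounds (dopamine as control) for 90 min at 37 degrees C. DiscoveRx reagent added for 30 - 60 minutes at room temperature; luminescence read.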
KB-V1 cytotox – qHTS assay for MDR1-selective chemotherapeutics: Primary screen using the drug-selected MDR subline cells KB-V1; KB-V1 MDR cells viability, CellTiter-Glo, 72 h; Potency, µM (top dose mostly 46.1 µM), for inactives: at the top dose activity change, negative = cytotoxicity, hits mostly cytotoxic; 400,000 tested, 3.4% active; AID 1347076, 2019; also: potency is read from the fitted curve at half-maximal effect; % is scaled to controls: 0 for no effect and ±100 for the full control effect; nearly all actives have a fitted effect of over 60% in size
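Cells of the MDR subline KB-V1 are plated, dosed with compound at multiple concentrations, and incubated 72 h at 37 degrees C; CellTiter-Glo is then added and luminescence read after 10 min.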
KB-3-1 cytotox – qHTS assay for MDR1-selective chemotherapeutics: Primary screen using the parental adenocarcinoma cell KB-3-1; KB-3-1 viability, CellTiter-Glo ATP luminescence, 72 h; Potency, µM (top dose mostly 46.1 µM), for the others: top-dose activity change, negative = cytotoxic, hits mostly cytotoxic; 400,000 tested, 1.4% active; also: potency is read from the fitted curve at half-maximal effect; % is scaled to controls: 0 for no effect and ±100 for the full control effect; nearly all actives have a fitted effect of over 60% in size
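Parental KB-3-1 adenocarcinoma cells in phenol-red-free DMEM with 10% FBS were pin-treated with compounds at several concentrations, incubated 72 h at 37 °C, and viability read by CellTiter-Glo luminescence; concentration-effect curves were fitted after normalization.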
SW480 rerep – A quantitative high throughput screen for small molecules that induce DNA re-replication in SW480 colon adenocarcinoma cells; SW480 DNA re-replication, Hoechst DNA content imaging, 48 h; AID 624297, 2012; Potency, µM (highest dose often 46.1 µM), without a hit: at the highest dose re-replication activation, usual class: activators; 340,000 tested, 1.8% active; also: potency is read from the fitted curve at half-maximal effect; % of control where 0% means no effect; nearly all actives have a fitted effect of over 55% in size
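Image-based DNA-content assay: after two days of treatment, nuclei were labelled with the DNA dye Hoechst and imaged, and hits were compounds raising the count of nuclei showing high fluorescence intensity.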
An asterisk follows results filed as active; ? = inconclusive; . = not tested or not shown; [ ] = remark or other dose. Unless noted, calls follow the shape of the dose curve; as a rule, active = well fitted curve in the direction sought with a large enough effect; inconclusive = small, poorly fitted or top-dose-only effect, or another doubt; inactive = no such curve, though single readings can be large; an effect the other way counts as inactive or inconclusive. Rows are unselected (roughly 11% active in at least one column).

structure,HT1080NT lethal,IL1B secr inh,HT1080 IDH1KD tx,HEK293 tox,MCF10A rereplic,D3 ag,KB-V1 cytotox,KB-3-1 cytotox,SW480 rerep
Cc1onc(-c2ccccc2Cl)c1C(=O)N1CCC(C)CC1,12%,7,4%,4%,5%,6,1%,-8%,3%
Cc1cc(N2C(=O)C(O)=C(C(=O)c3cccs3)C2c2cccc(O)c2)no1 (stereo not drawn),?,0,18%,-18%,15%,0,20%,12%,1%
COc1ccc(-c2cc(=O)oc(-c3cccc(C)c3)n2)cc1,15%,0,17%,5%,0%,-12,15%,0%,-7%
NS(=O)(=O)c1ccc(CCNC(=O)c2ccc[nH]c2=S)cc1,14%,36,18%,14%,-15%,2,25%,-10%,-6%
FC(F)(F)c1cccc(N2CCN(C(=S)NC3CCCCC3)CC2)c1,-27%,7,?,-29%,13%,2,21µM*,?,.
Cc1ccc(S(=O)(=O)NCCC(=O)NCC(c2ccco2)N2CCCCC2)cc1C (stereo not drawn),-4%,-9,0%,0%,24%,-15,3%,3%,-5%
CCCCS(=O)CC(O)CSc1nc(-c2ccc(OC)cc2)cc(-c2ccccc2)c1C#N (stereo not drawn),.,.,.,6%,.,3,11%,8%,.
COC(=O)C1CCN(Cc2ccc(OCCCN3CCN(c4ccc([N+](=O)[O-])cc4)CC3)cc2)CC1,-21%,1,15µM*,?,?,-13,?,0%,26%
CCC1(O)CC(c2ccccc2)=NN1C(=O)c1ccccc1F (stereo not drawn),7%,1,4%,18%,4%,5,14%,19%,-2%[9.22 µM]
COc1ccc(-n2c(CN3CCN(c4ccc(F)cc4)CC3)nc3ccc([N+](=O)[O-])cc3c2=O)c(OC)c1,0%,21,6%,-8%,-9%,-1,12%,3%,?
COc1ccc2oc(=N)c(C(=O)Nc3ccc(Cl)cc3)cc2c1,13%,14,10%,0%,3%,-14,?,14%,14%
O=C(CNCc1cccs1)Nc1ccc(OC(F)(F)F)cc1,-4%,-20,-13%,-5%,12%,-7,0%,-3%,1%
Cc1onc(C(=O)Nc2ccccc2C(F)(F)F)c1[N+](=O)[O-],-2%,-10,-2%,1%,-15%,-1,7%,-15%,-19%
Cc1ccc(C)c(-n2c(Cc3cccs3)n[nH]c2=S)c1,?,4,4%,?,?,6,3%,-1%,3%
CN1CCN(c2cnn(-c3ccccc3)c(=O)c2Br)CC1,7%,-10,2%,-11%,1%,-3,0%,1%,2%
CCCCC(=O)OC1=C(C(=O)c2ccccc2)N(CCC)S(=O)(=O)c2ccccc21,.,.,.,-25%,.,-18,?,?,.

For reference, eight of the compounds above.
structure,HT1080NT lethal,IL1B secr inh,HT1080 IDH1KD tx,HEK293 tox,MCF10A rereplic,D3 ag,KB-V1 cytotox,KB-3-1 cytotox,SW480 rerep
CCC1(O)CC(c2ccccc2)=NN1C(=O)c1ccccc1F (stereo not drawn),7%,1,4%,18%,4%,5,14%,19%,-2%[9.22 µM]
COc1ccc(-n2c(CN3CCN(c4ccc(F)cc4)CC3)nc3ccc([N+](=O)[O-])cc3c2=O)c(OC)c1,0%,21,6%,-8%,-9%,-1,12%,3%,?
COc1ccc2oc(=N)c(C(=O)Nc3ccc(Cl)cc3)cc2c1,13%,14,10%,0%,3%,-14,?,14%,14%
O=C(CNCc1cccs1)Nc1ccc(OC(F)(F)F)cc1,-4%,-20,-13%,-5%,12%,-7,0%,-3%,1%
Cc1onc(C(=O)Nc2ccccc2C(F)(F)F)c1[N+](=O)[O-],-2%,-10,-2%,1%,-15%,-1,7%,-15%,-19%
Cc1ccc(C)c(-n2c(Cc3cccs3)n[nH]c2=S)c1,?,4,4%,?,?,6,3%,-1%,3%
CN1CCN(c2cnn(-c3ccccc3)c(=O)c2Br)CC1,7%,-10,2%,-11%,1%,-3,0%,1%,2%
CCCCC(=O)OC1=C(C(=O)c2ccccc2)N(CCC)S(=O)(=O)c2ccccc21,.,.,.,-25%,.,-18,?,?,.

Later entries:
structure,HT1080NT lethal,IL1B secr inh,HT1080 IDH1KD tx,HEK293 tox,MCF10A rereplic,D3 ag,KB-V1 cytotox,KB-3-1 cytotox,SW480 rerep
CC(=O)Nc1ccc(NC(=O)c2ccc(-n3c(C)ccc3C)cc2)cc1,-3%,-68*,-9%,-18%,?,-2,-7%,-15%,?
CCN1CCc2c(sc3c2c(NCc2ccco2)nc2nnnn23)C1,-14%,13,-15%,15%,2%,2,-5%,-9%,-1%
Cc1ccc(Cl)cc1NC(=O)CCN1C(=O)C2C3CCC(C3)C2C1=O (stereo not drawn),-2%,7,-1%,-27%,4%,-1,0%,3%,2%
CCN(C(=O)COC(=O)c1cc(Cl)ccc1OC)c1c(N)n(Cc2ccccc2)c(=O)[nH]c1=O,-2%,4,3%,3%,1%,-2,23%,19%,-1%
CCCN1Cc2cccc(C(=O)Nc3ccccc3C(=O)OC)c2C1=O,.,.,.,5%,.,-13,3%,2%,.
O=C(CCc1nc2sc3c(c2c(=O)[nH]1)CCCC3)N1CCN(c2ccccc2)CC1,1%,16,10%,2%,-4%,-7,20%,23%,-115%[inhibitor]
Cc1cccc(C(=O)N/N=C/c2ccc[nH]2)c1,-3%,0,-2%,6%,0%,-5,-21%,8%,-1%
COc1cc(C(=O)c2ccc3c(c2)OCO3)cc(OC)c1OC,?,23,2.6µM*,?,?,10,3.3µM*,4.6µM*,2.1µM*
Cc1cc(NC(=O)CSc2nnc(CNc3ccc(F)cc3)n2C2CCCCC2)no1,-3%,-9,?,1%,-11%,1,?,-4%,?
CCOC(=O)N1CCN(C(=O)CN(C2CCCCC2)S(=O)(=O)c2c(C)cc(C)cc2C)CC1,-3%,-17,-16%,-1%,17%,-5,?,?,9%
COCCNC(=O)COC(=O)C1=Cc2ccccc2OC1,12%,2,4%,-3%,2%,1,26%,1%,-10%
COc1ccccc1-n1cc(-c2ccc(C)cc2)nc1S(=O)(=O)CC(=O)Nc1ccccc1C(F)(F)F,.,.,.,?,.,-17,-26%,?,.
C/C(=N\Nc1nc(-c2ccccc2)cs1)c1cccs1,-4%,-26,-1%,-7%,2%,-4,-18%,-2%,-2%
Cc1ccc(CC(=O)OCC(=O)c2ccc[nH]2)cc1C,1%,11,2%,15%,5%,0,-12%,-6%,-6%
CCOC(=O)C1(CCC(=O)OCc2ccccc2)CCCCC1=O (stereo not drawn),-4%,-9,-5%,38%[activator],-5%,-7,-15%,0%,-1%
COc1ccc(N2CCN(C(=O)C3CCCN(C(=O)c4cc5sccc5n4C)C3)CC2)cc1 (stereo not drawn),.,.,.,15%,.,-8,6%,-13%,.
CCc1nnc(NC(=O)c2ccc(OC)cc2)s1,28%,-18,21%,0%[0.307 µM],0%,7,0%,5%,1%
Cc1ccc(C(=O)Nc2cccc3cccnc23)cc1Br,-4%,29,-3%,18%,1%,-5,-11%,-4%,-1%
Cc1ccc(C(=O)C2Oc3ccccc3C3CC(c4ccc(C)cc4)=NN23)cc1 (stereo not drawn),8%,-9,9%,25%,10%,3,21µM*,-6%,1%
O=C(c1cc(-c2ccc(Cl)cc2)n[nH]1)N1CCN(C(=O)c2ccco2)CC1,0%,-3,-2%,3%,0%,-18,-12%,?,6%
O=C1NC[C@@H](Cc2cccc3ccccc23)N(CCC23CC4CC(CC(C4)C2)C3)C1=O,-2%,14,-1%,8%,?,-9,-19%,-10%,-19%
Cc1ccc(Cl)cc1N1CCN(C(=S)NCCc2ccccc2)CC1,-1%,6,-20%,-22%,-1%,-1,?,-18%,17%
CCC1CCc2c(sc3ncnc(N4CCOCC4)c23)C1 (stereo not drawn),-13%,0,-1%,-1%,?,0,?,-1%,?
Cc1ccc(Nc2nc(N)c([N+](=O)[O-])c(NCc3ccccc3)n2)cc1,?,.,?,0%,?,-7,?,-6%,-4%
NS(=O)(=O)c1ccc(CCN=Cc2ccccc2O)cc1,10%,8,14%,-10%,1%,-2,0%,9%,-13%
CC1(C(=O)NS(=O)(=O)c2ccc3c(c2)CCO3)CCN1C(=O)CCc1ccc(Cl)cc1Cl (stereo not drawn),-2%,14,-1%,3%,.,-17,-6%,0%,.

Assay outcomes deposited in PubChem by National Center for Advancing Translational Sciences (NCATS).
